Screening data as filed in PubChem BioAssay.
M18AAP inhibitor: PfM18AAP inhibitors, malaria aminopeptidase, primary screen, biochemical, QFRET, recombinant enzyme; M18 aspartyl aminopeptidase (Plasmodium falciparum 3D7); H-Glu-NHMec fluorogenic cleavage; inhibition, % at 7.35 µM; hit rate 1.2% among 290,000;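 active = inhibition above the campaign mean inhibition over all tested compounds plus 3 SD, cut at about 28% in these data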;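 note: 0% = plate median of test compound wells and 100% = 2 mM ZnCl2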
MEKK3 PB1 HTS: modulators of MEKK3-MEK5 PB1 binding, primary screen, biochemical, wildtype MEKK3, multiplex bead flow cytometry, Alexa488-MEK5; Mitogen-activated protein kinase kinase kinase 3 (Homo sapiens), Q99759; bead-based flow cytometry, Alexa488-MEK5 binding to MEKK3; actives lie on both sides; 0 = blocked by unlabeled MEK5, 100 = vehicle; hit rate 1.4% among 290,000; binding response (% of control), % at 10 µM; AID 1529, 2009;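 active = binding response more than 3 SD above or below the average of its plate-row segment, actives on both sides; inconclusive = wells at one plate position flagged as instrument error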;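 note: Alexa488 bead fluorescence after subtracting the streptavidin-only scavenger bead signal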
OXTR agonist: human OXTR agonists, primary screen, fluorescence, CHO-OTR cells, Fluo-8 calcium. Oxytocin receptor (Homo sapiens), P30559. hit rate 0.32% among 320,000. activation, % at 3 µM. Fluo-8 calcium fluorescence; normalized: DMSO 0%, oxytocin 100%;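 active = activation above the mean of all tested compounds plus 3 SD, cutoff set per screening run, cut at about 20% in these data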;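 note: peak over basal fluorescence ratio from a 100 s FLIPR kinetic read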
Target sequence (P30559 whole entry, looked up): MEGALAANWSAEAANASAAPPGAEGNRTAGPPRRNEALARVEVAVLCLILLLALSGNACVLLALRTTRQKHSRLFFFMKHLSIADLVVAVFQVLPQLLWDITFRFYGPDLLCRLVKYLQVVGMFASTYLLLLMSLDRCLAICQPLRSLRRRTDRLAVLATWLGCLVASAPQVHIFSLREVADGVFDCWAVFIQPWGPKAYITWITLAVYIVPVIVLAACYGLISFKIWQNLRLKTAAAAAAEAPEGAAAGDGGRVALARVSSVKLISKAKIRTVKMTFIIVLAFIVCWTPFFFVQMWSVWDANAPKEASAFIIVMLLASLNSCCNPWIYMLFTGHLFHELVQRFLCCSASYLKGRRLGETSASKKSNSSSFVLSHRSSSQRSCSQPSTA
GPR7 antagonist: GPR7 receptor antagonists, primary screen, cell-based, fluorescence, single concentration; GPR7-expressing cells, fluorescence antagonist assay; hit rate 1.1% among 290,000; inhibition, % at 4.4 µM; in the data active = inhibition above about 16%, passing the limit was not always enough;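 note: cells stimulated with the agonist NPW; 0% = agonist with vehicle and 100% = vehicle without agonist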
Target sequence (P48145 whole entry, looked up): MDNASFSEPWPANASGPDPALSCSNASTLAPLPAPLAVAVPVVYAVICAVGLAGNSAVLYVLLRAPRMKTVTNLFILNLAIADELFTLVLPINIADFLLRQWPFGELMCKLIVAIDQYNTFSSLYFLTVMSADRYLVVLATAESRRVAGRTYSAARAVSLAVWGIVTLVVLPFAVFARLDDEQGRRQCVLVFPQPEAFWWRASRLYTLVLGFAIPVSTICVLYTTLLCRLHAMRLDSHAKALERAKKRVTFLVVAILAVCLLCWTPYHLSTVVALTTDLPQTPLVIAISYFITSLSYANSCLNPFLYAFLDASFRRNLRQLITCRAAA
FID counter: compounds displacing fluorescent DNA intercalator, primary screen, artefact control for HCV NS3 helicase inhibitor project, biochemical, FID fluorescence | inhibition, % at 7.9 µM | hit rate 0.17% among 290,000 | DNA fluorescent intercalator displacement | AID 1845, 2009; in the data active = inhibition above about 37%;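 note: 0% = vehicle and 100% = reference compound; higher means more ethidium bromide displaced from hairpin DNA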
MEKK2wt PB1 HTS: modulators of MEK5 binding to wildtype MEKK2, primary screen, biochemical, multiplex bead flow cytometry, Alexa488-MEK5; Alexa488-MEK5 binding to MEKK2 WT; actives lie on both sides; binding response (% of control), % at 10 µM; hit rate 1.1% among 290,000; AID 1531, 2009; in the data active = binding response below about 67% or above about 130%; inconclusive = no clear call, values can overlap the other calls; inactive = in between
MEKK2 mut-MEK5: MEK5 binding signal on mutant MEKK2 PB1, primary screen, biochemical, multiplex bead flow cytometry, Alexa488-MEK5 | percent response, % at 10 µM | hit rate 0.35% among 290,000 | Alexa488-MEK5 binding to MEKK2 mutant; in the data active = percent response above about 24%, passing the limit was not always enough; note: inactives centre near 1; some results filed as inactive read as strong as hits; reference of the scale not given here
PHOSPHO1 block: PubChem AID 1565. Phosphoethanolamine/phosphocholine phosphatase (Homo sapiens), Q8TCT1. recombinant PHOSPHO1, absorbance phosphatase assay. inhibition, % at 13.3 µM. hit rate 1.1% among 290,000; in the data active = inhibition above about 60%
Target sequence (Q8TCT1 whole entry, looked up): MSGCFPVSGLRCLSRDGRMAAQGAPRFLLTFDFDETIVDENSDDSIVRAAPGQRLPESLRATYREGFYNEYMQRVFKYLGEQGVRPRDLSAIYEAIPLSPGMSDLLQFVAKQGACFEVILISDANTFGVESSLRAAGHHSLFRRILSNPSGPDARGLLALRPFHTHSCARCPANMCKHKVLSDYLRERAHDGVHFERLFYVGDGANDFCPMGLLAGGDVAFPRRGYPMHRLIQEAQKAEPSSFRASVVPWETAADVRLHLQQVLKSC
NALP1 yeast inh: NALP1 inflammasome inhibitors in reconstituted yeast, colorimetric, S. cerevisiae, triplicate retest; AID 2071, 2009; S. cerevisiae NALP1/ASC/caspase-1 growth, X-gal OD620, 72 h; inhibition, % at 10 µM; hit rate 0.61% among 280,000; in the data active = inhibition mostly above about 24%, no sharp cut-off; inactive = mostly below about 32%; note: some compounds called inactive have numbers as strong as hits
* hit, by the source's call; ? = inconclusive; · = not tested or not shown. An unsorted share of the library. About 6.2% of those tested had a hit in this group.

| SMILES | GPR7 antagonist | NALP1 yeast inh | M18AAP inhibitor | FID counter | MEKK3 PB1 HTS | PHOSPHO1 block | MEKK2wt PB1 HTS | MEKK2 mut-MEK5 | OXTR agonist |
| --- | --- | --- | --- | --- | --- | --- | --- | --- | --- |
| CCS(=O)(=O)Nc1ccc(-c2nc3cccnc3s2)cc1 | -11.9 | 10.4 | 9.9 | -1.6 | 108.0 | 47.7 | 100.0 | 8.0 | 2.7 |
| O=C(CSc1nc2ncccc2[nH]1)Nc1c(F)cc(F)cc1Br | -9.7 | -4.4 | 1.6 | -7.7 | 101.0 | 11.9 | 98.0 | 2.0 | 0.9 |
| CC(C)C(=O)Nc1cccc(-c2nc3ccccc3o2)c1 | 1.4 | 1.6 | -2.0 | -6.5 | 103.0 | 8.7 | 105.0 | 0.0 | -1.7 |
| O=C1NC(c2ccccc2)=C(c2ccc3ccccc3n2)C(c2ccc(F)cc2)N1 (stereo unspecified) | -15.1 | 15.7 | -3.3 | -29.1 | 85.0 | -2.4 | 95.0 | -1.0 | -2.3 |
| CSc1ncnc2sc(C)c(C)c12 | -21.2 | 3.3 | 1.9 | -5.1 | 99.0 | -0.3 | 99.0 | 0.0 | -1.1 |
| O=C(O)Cn1cc(/C=C2/NC(=O)N(c3ccc(Cl)cc3)C2=O)c2ccccc21 | 5.3 | 14.4 | 4.8 | 1.9 | 115.0 | -29.3 | 103.0 | 6.0 | 0.0 |
| CC(C)Cn1c(-c2ccco2)n[nH]c1=S | -0.6 | -6.0 | 8.8 | -7.1 | 99.0 | 80.4* | 100.0 | -3.0 | 2.6 |
| COc1ccc(C(=O)Nc2cccc3c2CCCC3)cc1OC | -6.7 | 5.4 | -2.9 | -14.5 | 101.0 | · | 98.0 | -1.0 | -0.3 |
| Cc1cccc(C(=O)N2CCN(CCNC(=O)C(=O)Nc3ccc(F)cc3)CC2)c1 | 2.3 | 4.5 | -3.0 | -30.8 | 97.0 | 23.7 | 96.0 | 3.0 | 1.6 |
| CC(=O)Nc1ccc(S(=O)(=O)NC2CCSc3ccccc32)cc1 (stereo unspecified) | 3.7 | 13.8 | -1.4 | -7.1 | 99.0 | 35.1 | 102.0 | 4.0 | 5.5 |
| N#CC(C(=O)c1ccc(S(=O)(=O)N2CCCCCC2)cc1)c1nc2ccccc2[nH]1 (stereo unspecified) | -4.7 | 6.7 | 1.0 | -8.3 | · | -18.5 | · | · | 3.8 |
| COc1ccc(N2CS(=O)(=O)/C(=C/N(C)C)C2=O)cc1 | -6.4 | -35.1 | -6.5 | 0.1 | 101.0 | 6.2 | 98.0 | 3.0 | 0.3 |
| CCOc1ccc(OCCC(=O)Nc2ccc(F)cc2C)cc1 | -7.7 | 7.4 | -3.5 | -8.9 | 102.0 | 13.6 | 87.0 | -11.0 | -0.8 |
| O=C1c2cccnc2C(Nc2ccc(F)c(Cl)c2)N1Cc1cccs1 (stereo unspecified) | 3.3 | 4.9 | 10.9 | -13.5 | 97.0 | -28.5 | 88.0 | -8.0 | 3.0 |
| COC(=O)c1oc2ccccc2c1NC(=O)/C=C/C(=O)O | -2.9 | 3.4 | 1.2 | -6.0 | 104.0 | 12.5 | 97.0 | -7.0 | 0.8 |
| Cc1cccc(NC(=S)NC(=O)/C=C/c2ccco2)n1 | 3.0 | 25.9 | -9.3 | -43.9 | 101.0 | 19.5 | 98.0 | 2.0 | -1.7 |
| COc1ccc(OC)c(Nc2cc(C(=O)NCCCN3CCOCC3)c3ccccc3n2)c1 | -7.3 | 10.3 | -11.7 | 41.1* | · | -0.7 | · | · | 4.9 |
| CCc1sc(N(C(=O)Cc2ccccc2)c2ccccc2F)nc1-c1ccc(C)cc1 | -9.2 | 21.1 | -4.8 | 3.5 | 105.0 | 13.3 | 92.0 | 2.0 | 0.3 |
| N=c1n(CCN2CCCCC2)c2ccccc2n1CC(O)c1ccc(Cl)c(Cl)c1 (stereo unspecified) | 36.2* | 43.4* | 13.0 | 33.9 | 110.0 | 25.7 | 142.0* | 14.0 | 4.8 |
| O=C(c1ccco1)N1CCN(c2ccc([N+](=O)[O-])cc2F)CC1 | 0.5 | -11.3 | 3.5 | -8.6 | 100.0 | 42.8 | 109.0 | 9.0 | 1.8 |
| CCS(=O)(=O)n1nc(-c2ccccc2)nc1N | 12.3 | 12.2 | -5.2 | 1.4 | 111.0 | -3.5 | 103.0 | 0.0 | -0.5 |
| Cc1ccccc1N=C1NC(=O)/C(=C/c2cccn2-c2cccc(C(=O)O)c2)S1 | -19.4 | 2.5 | -3.7 | -27.5 | 93.0 | 52.8 | 81.0 | -13.0 | · |
| Cc1ccc(S(=O)(=O)N(C)C)cc1NC(=O)CN1C(=O)NC2(CCCCCCC2)C1=O | 1.0 | 3.8 | -10.1 | -26.1 | 98.0 | 42.6 | 102.0 | 1.0 | 0.2 |
| Cc1cc(NC(=O)CSc2nnc(NC(=O)C3CC(=O)N(c4ccccc4)C3)s2)no1 (stereo unspecified) | -2.1 | 25.7 | 1.9 | -2.3 | 101.0 | 1.5 | 97.0 | -2.0 | 0.1 |
| Cc1cc(F)ccc1S(=O)(=O)Nc1ncnc2sc3c(c12)CCC3 | -21.4 | -9.2 | 5.9 | -27.9 | 99.0 | -12.6 | 93.0 | -3.0 | 0.7 |
| CC1CCN(S(=O)(=O)c2cccc(C(=O)Nc3nccs3)c2)CC1 | -7.2 | -3.2 | -2.2 | -3.3 | 99.0 | 8.7 | 101.0 | 5.0 | 5.5 |
| C#Cc1cccc(C(=O)N2CCCC(Nc3cccc(F)c3)C2)c1 (stereo unspecified) | -12.0 | 12.3 | -2.0 | -18.9 | 99.0 | 32.8 | 104.0 | 4.0 | 0.1 |
| CCN1CCN(S(=O)(=O)c2cccc([N+](=O)[O-])c2)CC1 | -12.7 | 25.8 | -12.6 | 1.6 | ? | -21.9 | ? | -45.0 | -0.2 |
| CC(NC(=O)C1CCN(S(=O)(=O)c2ccc3nc4c(c(C(=O)O)c3c2)CCCC4)CC1)c1ccccc1 (stereo unspecified) | -3.6 | -15.1 | -3.0 | -48.5 | 99.0 | 43.5 | 95.0 | 0.0 | 1.0 |
| Cc1cccc(C)c1NC(=O)C1CCCN1C(=O)NCc1ccccc1 (stereo unspecified) | -15.4 | 5.2 | -5.9 | -1.9 | 102.0 | 31.0 | 100.0 | 0.0 | 4.0 |
| COc1cc(CC(=O)OCC(=O)Nc2cc(S(=O)(=O)N3CCCC3)ccc2Cl)cc(OC)c1OC | -3.3 | 4.7 | -1.4 | -34.3 | 98.0 | -6.3 | 97.0 | 1.0 | 5.6 |
| O=c1c2[nH]c3cccc(Cl)c3c2ncn1CC1CCCO1 (stereo unspecified) | -6.4 | 0.8 | -7.9 | -6.2 | 99.0 | -12.5 | 101.0 | 1.0 | 0.2 |
| Cc1nc2c(=O)[nH]c3ccccc3c2o1 | -6.1 | 9.8 | 0.5 | 2.5 | 92.0 | 28.1 | 93.0 | -6.0 | 0.0 |
| O=C(NCc1ccc(F)cc1)C(c1ccc(F)cc1)N(C(=O)c1csnn1)C1CC1 (stereo unspecified) | 2.4 | 6.0 | -0.5 | -27.9 | 102.0 | 20.0 | 98.0 | -1.0 | 1.0 |
| O=C(N/N=C/c1cccc([N+](=O)[O-])c1)c1nc2ccccc2c(=O)[nH]1 | -12.0 | -1.7 | 4.1 | -1.8 | 101.0 | 36.8 | 98.0 | -2.0 | -0.3 |
| O=C(CSc1ncn[nH]1)N1CCCCC1 | 3.2 | · | 44.9* | -4.6 | 112.0 | 43.2 | 105.0 | 1.0 | 0.2 |
| CCOC(=O)C1(Cc2cccc(Cl)c2)CCCN(C(=O)c2cc(C)[nH]n2)C1 (stereo unspecified) | -22.1 | -4.3 | 3.4 | -51.5 | 102.0 | 13.0 | 102.0 | 1.0 | -0.3 |
| COC(=O)c1cc(C(=O)c2cc(F)ccc2O)cn2c(=O)c3c(C)c(C)sc3nc12 | -7.8 | -3.8 | 0.4 | -2.6 | 96.0 | 12.1 | 86.0 | -11.0 | 2.7 |
| O=C(COc1ccc(Cl)cc1)NCCS(=O)(=O)N1CCN(c2ccccc2F)CC1 | 4.2 | 18.1 | -1.9 | -48.4 | 100.0 | -10.1 | 100.0 | -1.0 | 3.2 |
| COc1ccc(NC(=S)NNC(=S)Nc2cccc(C(F)(F)F)c2)cc1 | -7.4 | -6.1 | 41.7* | 11.3 | 102.0 | 40.9 | 100.0 | -13.0 | -2.1 |
| CN1C(=O)CC(=O)N(C)c2cc(S(=O)(=O)N(C)Cc3ccccc3)ccc21 | -4.0 | 20.9 | 16.8 | -18.1 | 104.0 | 46.9 | 103.0 | -1.0 | 0.3 |
| O=C(/C=C/c1ccccc1)Nc1ccc(Br)cn1 | 10.3 | -3.8 | -2.5 | -1.1 | 103.0 | 36.0 | 105.0 | 3.0 | -0.6 |
| C=CCOC(=O)C1=C(C)NC(=O)NC1C1CC=CCC1 (stereo unspecified) | -0.1 | 16.2 | -1.4 | 0.8 | 103.0 | 10.8 | 100.0 | -1.0 | -1.3 |
| CCOC(=O)CCC(=O)N1CCOCCN(C(=O)CCC(=O)OCC)CCOCC1 | -5.7 | -9.1 | 2.5 | -6.6 | 101.0 | -1.5 | 104.0 | 1.0 | 0.3 |
| CCCCCOc1ccc(C(=O)NCC2(c3ccccc3)CCOCC2)cc1 | -15.0 | 16.5 | -0.4 | -34.8 | 107.0 | 12.4 | 107.0 | 4.0 | -1.2 |
| CC[n+]1c(C)n(-c2ccccc2)c2ccc(C(=O)OC)cc21 | -6.0 | 9.6 | -5.9 | 0.2 | 87.0 | 11.9 | 92.0 | -6.0 | 0.7 |
| O=C(/C=C/c1ccccc1[N+](=O)[O-])NC1CCCC1 | -13.9 | -9.4 | 6.2 | 0.5 | 100.0 | 37.0 | 100.0 | 1.0 | -1.0 |
| COc1ccc(CCNC(=O)N[C@@H](Cc2ccccc2)C(=O)O)cc1 | 3.5 | 23.0 | -8.4 | -11.1 | 101.0 | 31.6 | 101.0 | 1.0 | -0.1 |
| C/C(=N/OCc1ccc(Br)cc1)c1ccccn1 | 0.7 | -9.7 | -1.9 | -4.0 | 98.0 | 19.5 | 99.0 | -2.0 | -1.6 |
| Cc1ccccc1C(=O)Nc1ccccc1C(=O)N/N=C\c1ccco1 | -5.4 | 1.4 | -8.7 | -1.8 | 110.0 | 20.6 | 109.0 | 3.0 | -0.4 |
| CC(C)(C)c1nc(SCC(=O)NCc2ccco2)c2ccccc2n1 | -11.3 | 19.3 | 3.1 | -17.7 | 58.0 | 22.6 | 59.0 | -15.0 | -1.3 |
| COc1ccc(OC)c2c1cc(C(=O)N[C@@H](Cc1ccccc1)C(=O)O)n2C | -11.0 | 17.0 | 2.8 | -26.0 | 105.0 | 36.0 | 103.0 | 6.0 | · |
| CC(C)Cc1nc(C#N)c(N2CCC(C(N)=O)CC2)o1 | -0.5 | 11.9 | -2.3 | -0.7 | 86.0 | 9.5 | 89.0 | -6.0 | -1.2 |

Copied from the list.
C/C(=N/OCc1ccc(Br)cc1)c1ccccn1 in OXTR agonist is listed with -1.6
CC(C)Cc1nc(C#N)c(N2CCC(C(N)=O)CC2)o1 in FID counter is listed with -0.7
